# AmpC inh no detg – blocks E. coli AmpC beta-lactamase in detergent-free assay; P00811; AmpC nitrocefin hydrolysis, absorbance 480 nm, 0.0001% Triton; Potency, µM (titrated, usually from 57.1 µM), for inactives: at the highest dose activity change, negative = inhibition, usual class: inhibitors; 330,000 compounds, 0.52% hits; AID 485341;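 also: potency is read from the fitted curve at half-maximal effect; plate controls were no compound for no effect and no enzyme for full effect; nearly all actives have a fitted effect of over 20% in size; some results filed as inactive show a strong effect at the top dose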
# Target sequence (P00811 whole entry, looked up): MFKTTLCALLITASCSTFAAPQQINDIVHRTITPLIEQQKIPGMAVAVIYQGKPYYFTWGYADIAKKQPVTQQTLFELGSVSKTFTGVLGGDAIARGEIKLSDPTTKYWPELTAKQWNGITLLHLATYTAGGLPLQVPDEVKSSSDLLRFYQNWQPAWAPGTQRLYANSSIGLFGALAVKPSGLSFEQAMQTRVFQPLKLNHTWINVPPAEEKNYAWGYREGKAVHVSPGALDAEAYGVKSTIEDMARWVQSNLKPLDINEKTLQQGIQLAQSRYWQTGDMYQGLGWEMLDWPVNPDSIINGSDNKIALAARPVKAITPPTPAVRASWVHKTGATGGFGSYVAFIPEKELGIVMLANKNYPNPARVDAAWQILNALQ
#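 AmpC (5.3 nM in the dispensed reagent) in 20 mM phosphate pH 7.0 with 0.01% (detergent screen) or 0.0001% Triton X-100 was preincubated with compounds for 15 min at room temperature. Nitrocefin was then added from an 800 uM solution, and hydrolysis was followed at 480 nm.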
# AmpC detergent – inhibitors of E. coli AmpC beta-lactamase with detergent | P00811 | AmpC hydrolysis of nitrocefin, absorbance 480 nm, 0.01% Triton | Potency, µM (top dose mostly 114 µM), for the others: at the top dose activity change, negative = inhibition, most hits filed as inhibitors | 370,000 compounds, 0.041% hits | AID 485294;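 also: potency is read from the fitted curve at half-maximal effect; 0% = no-compound wells and -100% = no-enzyme wells; nearly all actives have a fitted effect of over 25% in size; some results filed as inactive show a strong effect at the top dose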
#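 20 mM phosphate pH 7.0 + 0.01% (detergent screen) or 0.0001% Triton X-100; 5.3 nM AmpC reagent; cpd preinc 15 min RT; nitrocefin (800 uM stock) to start; A480 q20 s × 4 min; Activity was normalised to no-enzyme and no-compound control wells.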
# HCV inhibitor – inhibitors of hepatitis C virus infection | Huh7.5.1 HCVcc-Cre infection, luciferase reporter, 44 h | 340,000 compounds, 3.4% hits | Potency, µM (series often up to 41.8 µM), without a hit: top-dose activity change, negative = inhibition, usual class: inhibitors; also: potency is read from the fitted curve at half-maximal effect
#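 Infectious HCVcc-Cre (~0.5 moi) was added to cells just after compound, with cells seeded 4 h earlier at 1,000 per well. Luciferase activity after 44 h culture reported infection; substrate was incubated 15 min at room temperature before reading.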
# AMA1-RON2 inh – disrupts binding of P. falciparum AMA1 to RON2 | AlphaScreen AMA1-biotinylated RON2 peptide binding | Potency, µM (doses to about 58.2 µM), inactives show at the top dose activity change, negative = inhibition, actives largely listed as inhibitors | 360,000 compounds, 0.2% hits;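 also: potency is read from the fitted curve at half-maximal effect; 0% = vehicle wells and -100% = peptide control; nearly all actives have a fitted effect of over 45% in size; some results filed as inactive show a strong effect at the top dose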
#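 AMA1 (3D7) with his tag at 25 nM final met compounds first, then biotinylated RON2 peptide at 25 nM; detection used donor plus acceptor beads, 10 µg/mL apiece, read by AlphaScreen after 30 min at room temperature.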
# LmPK inh – blocks Leishmania mexicana pyruvate kinase activity | Q27686 | purified LmPK, Kinase-Glo ATP luminescence, 1 h | Potency, µM (doses to about 57.5 µM), for inactives: at the top dose activity change, negative = inhibition, most hits filed as inhibitors | 290,000 compounds, 0.37% hits | AID 1721; also: potency is read from the fitted curve at half-maximal effect
# Target sequence (Q27686 whole entry, looked up): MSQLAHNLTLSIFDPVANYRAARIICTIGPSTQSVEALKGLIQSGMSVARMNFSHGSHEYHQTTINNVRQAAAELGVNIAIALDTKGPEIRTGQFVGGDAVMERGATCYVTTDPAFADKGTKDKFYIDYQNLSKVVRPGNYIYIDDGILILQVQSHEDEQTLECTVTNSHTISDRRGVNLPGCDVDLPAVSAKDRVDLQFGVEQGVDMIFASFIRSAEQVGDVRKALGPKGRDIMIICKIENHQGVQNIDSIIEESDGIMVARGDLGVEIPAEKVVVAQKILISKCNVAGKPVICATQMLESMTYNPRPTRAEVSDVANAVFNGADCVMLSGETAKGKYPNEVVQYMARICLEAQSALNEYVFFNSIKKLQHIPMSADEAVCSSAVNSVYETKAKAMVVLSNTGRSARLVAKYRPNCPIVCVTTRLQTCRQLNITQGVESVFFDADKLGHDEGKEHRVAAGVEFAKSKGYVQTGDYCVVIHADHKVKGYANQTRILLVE
#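 0.1 nM LmPK, 0.5 mM PEP, 0.1 mM ADP; 50 mM imidazole pH 7.2, 7 mM MgCl2, 50 mM KCl; 1 h RT. Kinase-Glo luminescence readout, normalized to no-enzyme (full inhibition) and uninhibited wells.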
# TbPYK inhibitor – blocks Trypanosoma brucei pyruvate kinase; Q57TT1; Potency, µM (highest dose often 76.8 µM), inactives show at the top dose activity, negative = inhibition, hits mostly inhibitors; 410,000 compounds, 0.12% hits; AID 624173; TbPYK enzyme, Kinase-Glo Plus ATP luminescence, 45 min; also: potency is read from the fitted curve at half-maximal effect; nearly all actives have a fitted effect of over 50% in size
#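 TbPYK + substrate in 50 mM TEA pH 7.2, 100 mM KCl, 10 mM MgCl2, 0.05% BSA, 0.01% Tween-20; cpd pinned; ADP 130 uM final; 45 min RT; Kinase-Glo Plus 10 min; luminescence endpoint.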
# HCMV antiviral – human cytomegalovirus inhibition. activity change, negative = inhibition, % at 57.5 µM. 410,000 compounds, 4.5% hits. HFF cells, HCMV-luciferase reporter, 72 h; active compounds read low. AID 1259415; in the data active = activity change below about -60%; inconclusive = no clear call, values can overlap the other calls; inactive = above about -39%
#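 Inhibition of viral replication was scored as loss of reporter luminescence in HFFs infected with HCMV-luciferase (MOI 1 PFU/cell) for 72 h; compounds tested at 2 doses, normalized to buffer and Salinomycin controls.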
# * marks the source's active call; other numbers are inactive results; ? = inconclusive; / = not tested or not shown; & = joins results of further samples; [ ] = another dose, or the depositor's remark. Unless noted, calls follow the shape of the dose curve; as a rule, active = well fitted curve in the direction sought with a large enough effect; inconclusive = small, poorly fitted or top-dose-only effect, or another doubt; inactive = no such curve, though single readings can be large; an effect the other way counts as inactive or inconclusive. Unless noted, % is scaled to controls: 0 for no effect and ±100 for the full control effect.
SMILES,AmpC inh no detg,AmpC detergent,HCV inhibitor,AMA1-RON2 inh,LmPK inh,TbPYK inhibitor,HCMV antiviral
O=C(CSc1ccc(-c2cccs2)nn1)Nc1ccccc1,-43.3%,-4.3%&20.4%,?,-4.0%,0.7%,-0.5%&0.0%,-15.2&-39.4
CN(N=Nc1nc[nH]c1C(=O)NN)C1CCCCC1,/,/,20.2%,5.3%,/,6.5%,14.8
Cc1cc(C(=O)C(=O)O)c(C)n1-c1ccc(Cl)c(Cl)c1,-11.4%,3.4%,-2.3%,-5.6%,-4.8%,0.8%,-6.4
Cn1c(N2CCN(C(=O)NCc3ccccc3)CC2)nc2ccccc21,-4.3%,?,0.7%,-9.6%,1.3%,2.3%,-18.5
CCOC(=O)C1(S(=O)(=O)c2ccc(Cl)cc2)CCN(Cc2ccc(Cl)cc2)CC1,-6.8%,-0.8%,?,-12.7%,1.8%,-0.9%,-21.8
Cc1cc(C(F)(F)F)nn1CC(=O)N1CCOCC1,-6.9%,1.6%,-5.9%,-2.3%,0.4%,-2.1%,-4.9
C/C(=N\NC(=O)c1cccc(N/N=C(\C)c2cc(O)ccc2O)c1)c1cc(O)ccc1O,-58.9%,-1.1%,?,47.1%[activator],-2.1%,-14.9%,-78.0*
CC(C)c1ccc(C(=O)Nc2cc(-c3ccccc3F)nn2-c2ccccc2)cc1,/,0.7%,/,/,/,2.5%,19.5
CCC(C)c1ccccc1NC(=O)C(C)N(C)Cc1cccc(OC)c1 (stereo not drawn),163.2%[activator],-0.6%,?,?,1.7%,1.8%,?
O=c1[nH]c(=S)n(-c2ccc(Cl)cc2)c(O)c1/C=N/N1CCOCC1,-30.9%,-5.5%,6.8%,29.3%,1.1%,-6.0%,-21.1
O=C(CCCCCn1c(=O)c2sccc2n(Cc2ccc(Cl)cc2)c1=O)NCc1ccc2c(c1)OCO2,/,23.1%,/,/,/,-2.8%,-18.5
COc1ccc(C2C(C#N)=C(N)OC3=C2C(=O)CC(C)(C)C3)c(OC)c1OC (stereo not drawn),2.6%,-13.5%,14.9%,0.0%,3.2%,3.4%,34.1
CCOC(=O)C1(CCOc2ccccc2)CCN(Cc2ccc(NC(C)=O)cc2)CC1,88.2%[activator],5.5%,-23.8%,-12.0%,-1.1%,0.8%,30.3
COc1ccc(Cl)cc1Nc1nc(N)c2ccccc2n1,-47.5%,-17.9%,14.1µM*,1.9%,-4.8%,-0.7%,83.7
CCCCCCCN1CCN=C1N(C)C,-10.6%,?,-25.5%,1.0%,/,2.1%,-37.3
COc1ccc(C(c2nnnn2CCc2ccccc2)N2CCN(C3CCCC3)CC2)cc1 (stereo not drawn),5.2%,?,?,8.8%,-0.7%,0.3%,43.4
O=Cc1ccc(N2CCCCC2)cc1,-14.3%,-2.0%,11.5%,6.7%,2.4%,5.6%,-22.4
Cc1nnc(SCc2cc(=O)[nH]c(N3CCCCC3)n2)s1,/,/,14.5%,1.6%,/,-6.5%,-14.8
COCCSc1ccccc1C(=O)N1CCCC(C)C1 (stereo not drawn),-14.1%,-6.4%,3.0%,-1.2%,1.2%,-1.1%,-26.7
CCOc1ccc(NC(=O)CC2C(=O)N(c3ccc(C)cc3)C(=O)N2CCC2=CCCCC2)cc1 (stereo not drawn),/,9.9%,/,/,/,-2.8%,6.4
N#Cc1ccccc1CSc1nc2ncc(Br)cc2[nH]1,-48.7%,4.7%,?,3.6%,4.4%,-0.4%&-6.5%,19.0&45.7
Cc1cccc(N/C(N)=N/c2nc3c(c(=O)[nH]2)CCCC3)c1,-23.0%,-7.9%,-6.1%,7.5%,1.3%,-3.8%,8.4
COc1ccccc1NS(=O)(=O)c1cccc(NS(=O)(=O)c2cc(C(=O)O)ccc2Cl)c1,/,/,/,8.1%,/,6.2%,9.5
CNc1cc(C)nc(N2CCOCC2)n1,-11.6%,5.3%,0.2%,-6.5%,3.9%,0.3%,19.4
CC1(C)CC(=O)C=C(NCCc2ccc(S(N)(=O)=O)cc2)C1,-15.3%,1.0%,0.5%,11.7%,3.5%,-0.9%,-20.0
Cc1cc(N2CCCC2)ccc1NC(=O)COc1ccc(Cl)cc1,-15.6%,/,?,-1.5%[11.6 µM],/,-9.4%,-19.3
COc1ccc(C(C)=O)c2c1OCCO2,-23.6%,7.2%,5.0%,1.7%,15.2%,-1.6%,30.8
O=C(COc1ccccc1)NNC(=S)NC(=O)c1ccc(Cl)cc1Cl,-12.7%,-2.6%,-16.6%,100.5%[activator],0.1%,-20.5%,/
CC1(C)SC2c3ccccc3C(=O)N2[C@@H]1C(=O)NC1CC1 (stereo partly drawn),-9.8%,-0.1%,-4.8%,0.9%,2.4%,-7.9%,-9.4
Cc1cc(C)cc(NC(=O)N2CCC(NC(=O)c3ccco3)CC2)c1,-9.5%,-7.7%,8.9%,5.9%,0.0%,2.0%,9.1
COc1cccc(C(=O)Nc2ccc(C)cc2)c1,-4.5%,-1.9%,?,5.8%,?,4.3%,129.9
O=c1[nH][nH]c(C(F)(F)F)c1C=NCc1cccs1,5.3%,?,-4.9%,6.1%,1.8%,7.7%,-65.2*
CC1=NNC(=O)C1CC(=O)N/N=C(/C)c1cccc([N+](=O)[O-])c1 (stereo not drawn),-11.3%,0.3%,10.9%,-0.5%,-1.7%,-8.1%,-20.2
Cc1ccc([C@@H]2CC=C(C(=O)O)CN2S(=O)(=O)c2ccc(C)cc2)cc1,0.0%,-1.5%,8.3%,?,/,0.3%,-21.8
CCc1ccc(NC(=O)C(=O)NCC2CCCO2)cc1 (stereo not drawn),-2.6%,?,-12.8%,0.0%,0.4%,5.2%,73.9
Cc1nnc(N2C(=O)C(=O)/C(=C(/O)c3ccc4c(c3)OCCO4)C2c2cccc([N+](=O)[O-])c2)s1 (stereo not drawn),/,/,/,-5.6%,/,2.5%,-1.0
FC(F)(F)c1ccc(N2CCOCC2)c(Nc2nc3ccccc3n3cnnc23)c1,1.3%,-4.1%,?,80.4%[activator],0.8%,-3.8%,25.2
Cc1ccc(CSCc2ccc(C(=O)NCCc3ccc(Cl)cc3)o2)cc1,/,-1.0%,/,/,/,-1.4%,-11.4
CCCOc1ccc(/C(O)=C2/C(=O)C(=O)N(CCN(CC)CC)C2c2ccncc2)cc1 (stereo not drawn),-14.7%,11.3%,-29.0%,/,2.5%,/,/
O=C(CN1C(=O)COc2ccc(S(=O)(=O)N3CCCCC3)cc21)NCc1ccc(Cl)cc1,-5.3%,2.0%&-5.2%,-17.2%,0.0%,1.1%,-1.1%&-5.6%,?

# Next section (four carried over from the part before).
SMILES,AmpC inh no detg,AmpC detergent,HCV inhibitor,AMA1-RON2 inh,LmPK inh,TbPYK inhibitor,HCMV antiviral
FC(F)(F)c1ccc(N2CCOCC2)c(Nc2nc3ccccc3n3cnnc23)c1,1.3%,-4.1%,?,80.4%[activator],0.8%,-3.8%,25.2
Cc1ccc(CSCc2ccc(C(=O)NCCc3ccc(Cl)cc3)o2)cc1,/,-1.0%,/,/,/,-1.4%,-11.4
CCCOc1ccc(/C(O)=C2/C(=O)C(=O)N(CCN(CC)CC)C2c2ccncc2)cc1 (stereo not drawn),-14.7%,11.3%,-29.0%,/,2.5%,/,/
O=C(CN1C(=O)COc2ccc(S(=O)(=O)N3CCCCC3)cc21)NCc1ccc(Cl)cc1,-5.3%,2.0%&-5.2%,-17.2%,0.0%,1.1%,-1.1%&-5.6%,?
O=C(O)CN1C(=O)/C(=C\c2cccc(OC(=O)c3ccco3)c2)SC1=S,-26.0%,-9.0%,12.0%,4.5%,5.6%,0.0%,-16.8
CC(/C=N/NC(=O)Cc1cccn1C)=C\c1ccccc1,-34.6%,-8.3%,-15.9%,7.2%,3.9%,-5.9%,5.6
CCC(C)n1c(O)c(/C=N/NC(=O)c2ccncc2)c(=O)[nH]c1=S (stereo not drawn),-33.1%,-12.0%,26.0%,13.8%,-1.1%,2.4%,-20.0
CCCC[n+]1c(C)sc2ccc(C)cc21,-9.0%,1.8%,-3.9%,10.6%,3.5%,4.5%,-0.1
O=C1CSC(=S)N1/N=C/c1cccc(C(F)(F)F)c1,-30.5%,1.1%,0.2%,45.4%[activator],3.3%,0.8%,-22.0
COc1ccc(NC(=O)c2cccc3c(-c4ccc(O)c(OC)c4)coc23)cc1,/,/,/,-18.2%,/,-5.6%,19.7
Cc1cccn2c3c(c(=O)nc12)C(c1cccc(F)c1)CC(=O)N3 (stereo not drawn),/,2.9%,/,/,/,-11.5%,-4.6
CCOc1ccccc1NC(=O)CNC(=O)CNC(=O)Cc1ccccc1,-1.6%,1.6%,14.4%,-9.3%,-11.8%,-6.6%,55.0
Cc1cc(=O)oc2cc(OCC(=O)N3CCN(Cc4ccccc4)CC3)ccc12,55.5%,/,-13.6%,-1.4%,/,-4.6%,-27.0
O=C(COc1ccc(S(=O)(=O)NCc2ccccc2)cc1)N1CCOCC1,-19.7%,0.9%,3.8%,-1.1%,-0.4%,3.5%,-3.1
O=C(CSc1nc2ccccc2o1)N1CCN(c2ccccc2)CC1,/,0.4%,-10.6%,-7.8%,2.7%,-0.6%,-78.3*
CCOC(=O)CSc1nc2cc(S(=O)(=O)N3CCOCC3)ccc2n1CC,4.9%,-5.6%,0.8%,47.0%[activator],/,-5.8%,-35.7
COc1cccc(-c2nnc(SCC(=O)Nc3ccc(OC)c(OC)c3)n2N)c1,-1.0%,?,-0.3%,?,2.7%,-9.5%,23.1

# 3 compounds already listed, arranged by formula weight, largest number first.
SMILES,AmpC inh no detg,AmpC detergent,HCV inhibitor,AMA1-RON2 inh,LmPK inh,TbPYK inhibitor,HCMV antiviral
Cc1cc(=O)oc2cc(OCC(=O)N3CCN(Cc4ccccc4)CC3)ccc12,55.5%,/,-13.6%,-1.4%,/,-4.6%,-27.0
CCOc1ccccc1NC(=O)CNC(=O)CNC(=O)Cc1ccccc1,-1.6%,1.6%,14.4%,-9.3%,-11.8%,-6.6%,55.0
CC(/C=N/NC(=O)Cc1cccn1C)=C\c1ccccc1,-34.6%,-8.3%,-15.9%,7.2%,3.9%,-5.9%,5.6
